# Screens: PubChem, National Center for Advancing Translational Sciences (NCATS)
# GLP1R ag: activates the human GLP-1 receptor; P43220; HEK293 GLP-1R CRE-luciferase, luminescence, 4-6 h; cells express a hypersensitive GLP-1R form; Potency, µM (highest dose often 45.6 µM), for inactives: top-dose activation, hits mostly activators; actives 0.007% (n = 380,000); AID 624172; note: potency is the fitted concentration of half-maximal effect; % of control where 0% means no effect
# HEK293 tox: cytotoxic in the GLP-1 receptor inverse agonist counter-screen. Potency, µM (top dose mostly 38.3 µM), inactives show top-dose activity change, negative = inhibition, usual class: inhibitors. HEK293 cAMP-luciferase reporter cells, luminescence, 24 h. AID 624418. actives 0.13% (n = 410,000);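 note: loss of luciferase light is scored as toxicity; potency is the fitted concentration of half-maximal effect; % is set by controls: 0 for no effect and ±100 for the full control effect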
#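 Compound-treated cells are incubated 24 hr at 37 deg C under 5% CO2 after a 12 hour attachment period, then luciferase detection reagent is added and luminescence is measured following 12 min at room temperature; lowered signal indicates toxicity.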
# aSyn rescue: inhibitors of alpha-synuclein toxicity in yeast | Yeast expressing alpha-synuclein, growth rescue, BacTiter-Glo, 24 h | Potency, µM (doses to about 46.1 µM), without a hit: top-dose growth rescue (activation), actives largely listed as activators | actives 0.14% (n = 370,000); note: potency is the fitted concentration of half-maximal effect; % of control where 0% means no effect; nearly all actives have a fitted effect of over 65% in size
#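 Readout is rescue of growth in alpha-synuclein-expressing yeast, so inhibitors of toxicity appear as activators. Growth after 24 hr at 30 deg C in galactose medium is quantified by luminescence.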
# D3 ag: agonists of human D3 dopamine receptor. P35462. D3R DiscoveRx beta-arrestin cells, luminescence, 90 min. max activation, %. actives 0.58% (n = 410,000). AID 652048; in the data active = max activation above about 30%; note: 0% is about no effect; mostly tested at two doses, the higher about 12 µM
# Target sequence (P35462 whole entry, looked up): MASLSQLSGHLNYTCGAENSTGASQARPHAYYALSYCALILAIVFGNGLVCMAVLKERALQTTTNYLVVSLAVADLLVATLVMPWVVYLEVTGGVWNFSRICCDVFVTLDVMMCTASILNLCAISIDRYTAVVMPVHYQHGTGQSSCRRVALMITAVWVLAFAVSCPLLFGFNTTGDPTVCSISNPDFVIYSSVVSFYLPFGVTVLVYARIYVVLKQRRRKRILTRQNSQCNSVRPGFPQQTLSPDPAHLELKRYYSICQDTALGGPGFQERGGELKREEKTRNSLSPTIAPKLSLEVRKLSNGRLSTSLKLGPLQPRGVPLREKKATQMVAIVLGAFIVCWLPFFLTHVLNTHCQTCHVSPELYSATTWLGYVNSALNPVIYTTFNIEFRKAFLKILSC
#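 Agonist-mode cell screen: cells plated at 1500/well and incubated overnight at 37 °C, then exposed to library compounds for 90 min at 37 °C. Detection reagent was added for 30–60 min at room temperature, and luminescence was read.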
# GLP-1R inv ag: acts as inverse agonist at human GLP-1 receptor; P43220; HEK293 GLP-1R CRE-luciferase, luminescence, 24 h; GLP-1R form is constitutively active; Potency, µM (doses to about 38.3 µM), for the others: at the highest dose activity change, negative = inhibition, hits mostly inhibitors; actives 1.6% (n = 410,000); AID 624417; note: potency is the fitted concentration of half-maximal effect; % is set by controls: 0 for no effect and ±100 for the full control effect; nearly all actives have a fitted effect of over 55% in size
#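 Readout was luciferase luminescence, measured 12 min after detection reagent at room temperature. Beforehand, GLP-1R reporter HEK293 cells had sat 12 h, then received compounds for 24 hr at 37 deg C.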
# PTHR1 agonist: PTHR1 (human) receptor agonism; Q03431; HEK293 GP2 PTHR1 cells, GloSensor cAMP luminescence, 1 h; Potency, µM (series often up to 115 µM), for the others: top-dose activation, usual class: activators; actives 0.075% (n = 410,000); AID 743266; note: potency is the fitted concentration of half-maximal effect; nearly all actives have a fitted effect of over 55% in size; some results filed as inactive show a strong effect at the top dose; inactives centre near -15; many of its hits are not listed in these tables
# Target sequence (Q03431 whole entry, looked up): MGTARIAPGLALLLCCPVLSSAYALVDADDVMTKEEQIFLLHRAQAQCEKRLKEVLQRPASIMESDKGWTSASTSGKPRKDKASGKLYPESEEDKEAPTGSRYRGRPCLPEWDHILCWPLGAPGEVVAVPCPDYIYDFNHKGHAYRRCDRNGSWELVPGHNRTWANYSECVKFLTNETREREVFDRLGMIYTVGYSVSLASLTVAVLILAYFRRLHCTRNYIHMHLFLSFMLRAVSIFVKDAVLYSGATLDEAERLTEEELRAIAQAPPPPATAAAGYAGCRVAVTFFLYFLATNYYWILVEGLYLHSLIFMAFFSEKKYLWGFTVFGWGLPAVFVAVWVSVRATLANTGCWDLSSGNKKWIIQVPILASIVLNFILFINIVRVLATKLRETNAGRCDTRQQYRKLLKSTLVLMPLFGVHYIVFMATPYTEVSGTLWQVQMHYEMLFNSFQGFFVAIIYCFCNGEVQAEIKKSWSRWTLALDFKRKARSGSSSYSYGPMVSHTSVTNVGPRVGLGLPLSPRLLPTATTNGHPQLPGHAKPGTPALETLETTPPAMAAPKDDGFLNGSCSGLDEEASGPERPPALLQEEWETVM
#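 HEK-293-derived GP2 cells expressing PTHR1 and a GloSensor cAMP reporter, 3,000/well, plated overnight, given luciferin plus IBMX (each 0.5 mM as added) for 1 h at 37 °C, then compound for 1 h at 37 °C. Luminescence was read after 15 min at room temperature.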
# TDP43 rescue: inhibitors of TDP-43 toxicity in yeast. TDP-43 expressing yeast growth rescue, BacTiter-Glo, 24 h. Potency, µM (titrated, usually from 46.1 µM), without a hit: top-dose growth rescue (activation), hits mostly activators. actives 1.8% (n = 410,000). AID 652104; note: potency is the fitted concentration of half-maximal effect; % of control where 0% means no effect; nearly all actives have a fitted effect of over 50% in size
#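 Luminescence from BacTiter-Glo reports growth of TDP-43-expressing yeast after 24 hr at 30 deg C with compound. Cells were raffinose-pregrown to mid-log, then seeded in galactose medium at OD600=0.02.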
# DRD3 antagonist: antagonists of human D3 dopamine receptor | max response, negative = inhibition, % | actives 2.5% (n = 360,000) | AID 652054 | P35462 | D3R cells, DiscoveRx beta-arrestin luminescence, antagonist mode; active compounds read low; in the data active = max response below about -50%; inconclusive = no clear call, values can overlap the other calls; note: % is set by controls: 0 for no effect and ±100 for the full control effect; mostly tested at two doses, the higher about 12 µM
#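 Cells plated overnight at 1500 cells/well, then exposed to library compounds with dopamine controls for 90 minutes at 37 degrees C. DiscoveRx reagent added for 30–60 minutes at room temperature; luminescence read, quantitative HTS format.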
# KB-V1 MDR tox: kills drug-selected multidrug resistant KB-V1 cells. actives 3.4% (n = 400,000). KB-V1 MDR cells viability, CellTiter-Glo, 72 h. Potency, µM (doses to about 46.1 µM), inactives show at the top dose activity change, negative = cytotoxicity, most hits filed as cytotoxic; note: potency is the fitted concentration of half-maximal effect; % is set by controls: 0 for no effect and ±100 for the full control effect; nearly all actives have a fitted effect of over 60% in size
#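 Luminescent ATP read-out (CellTiter-Glo, 10 min) measures survival of drug-selected KB-V1 MDR cells after 72 h, 37 degrees C compound exposure. Medium: phenol-red-free DMEM, 10% FBS. Values from fitted concentration-response curves.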
# Numbers without * were called inactive; i = inactive; ? = inconclusive; nt = no result given; [ ] = dose if it differs, or a comment. Unless noted, calls come from the whole dose curve; as a rule, active = well fitted curve in the direction sought with a large enough effect; inconclusive = small, poorly fitted or top-dose-only effect, or another doubt; inactive = no such curve, though single readings can be large; an effect the other way counts as inactive or inconclusive.
SMILES,GLP1R ag,HEK293 tox,aSyn rescue,D3 ag,GLP-1R inv ag,PTHR1 agonist,TDP43 rescue,DRD3 antagonist,KB-V1 MDR tox
Cc1cc(C)nc(SCC(=O)Nc2ccc(N3CCOCC3)c(Cl)c2)n1,14%,-5%,0%,7,51%[activator],-24%,29%,50,?
CCC(=O)/C=C1\Sc2ccccc2N1CC,3%,-5%,-5%,1,4%,-22%,8%,3,-4%
N#CC(c1ccc(Cl)nn1)c1c(F)cccc1Cl (stereo not drawn),5%,-7%,-3%,-8,14%,-6%,-20%,0,20%
CCOc1ccc(NC(=O)CN(C)Cc2cc(=O)n3c(-c4ccccc4)csc3n2)cc1OCC,18%,7%,-3%,4,33%,-22%,0%,-13,?
Cn1ccnc1SCC(=O)c1ccc(Cl)cc1,3%,-14%,10%,-6,21%,-40%[inhibitor],nt,10,7%
COc1cccc2c1C(=O)c1c(O)c3c(c(O)c1C2=O)C[C@](O)(C(C)=O)C[C@H]3O[C@@H]1C[C@@H](N)[C@@H](O)[C@@H](C)O1,-12%,-36%,11µM*,-38,2.8µM*,-13%,-13%,0,-32%
COc1ccc(/C(O)=C2/C(=O)C(=O)N(CCCN(C)C)C2c2ccc(Cl)cc2)cc1OC (stereo not drawn),-3%,-3%,17%,-3,9%,i,-10%,-11,-11%
O=S1(=O)CCC(NS(=O)(=O)c2ccc3ccccc3c2)C1 (stereo not drawn),0%,10%,5%,5,8%,i,-1%,-5,-4%
O=C(NNC(=O)c1ccccc1-n1cccc1)c1cccnc1,1%,5%,-4%,2,8%,-24%,6%,3,15%
C=CCn1cc(C(=O)OCC)c(=O)c2cc(F)c(F)cc21,-2%,20%,5%,4,4%,-30%[inhibitor],-6%,17,11%
O=C(N/N=C\c1cc(Br)c(Br)o1)c1cncc(Br)c1,-4%,-5%,0%,-17,1%,i,-10%,-24,-15%
O=C(CCNS(=O)(=O)c1cccs1)N1CCCCCC1,10%,17%,-6%,7,42%[activator],-19%,-6%,-29,-2%
O=C(NC1CC1)c1cccc(NC(=O)c2cn3ccccc3n2)c1,4%,6%,-3%,-2,11%,i,-32%[inhibitor],-7,0%
CCOC(=O)c1cnn2c(C(F)(F)F)cc(-c3cn(C)nc3C)nc12,2%,-8%,0%,5,40%[activator],i,9%,3,0%
Cc1csc(C(C)N(C)C(=O)CCc2nnc(CCc3ccccc3)o2)n1 (stereo not drawn),2%,10%,7%,-6,-13%,i,0%,-17,?
CCCCN(CC)CCCNC(=O)c1cn(-c2ccc(OC)cc2)c(=O)c2ccccc12,-2%,2%,-5%,1,-21%,4%,-1%,-23,-16%
COc1ccc(-c2cc3nc[nH]c(=O)c3s2)cc1,-2%,-5%,-1%,-1,9%,-12%,-3%,0,-8%
O=C(Oc1cc(Cl)ccc1Cl)c1ccc(N2CCOCC2)c([N+](=O)[O-])c1,-6%,-23%,2%,-3,2%,-2%,?,1,-3%
O=C(CCC(=O)N(CC(=O)NC1CCCCC1)c1ccc(F)cc1)Nc1nccs1,2%,-10%,-1%,0,-17%,-8%,-1%,-24,4%
NC(N)=NC(N)=Nc1cccc2ccccc12,0%,-20%,-3%,11,-18%,i,4%,9,-6%
COc1cccc(-c2nnc(-c3ccco3)o2)c1,4%,7%,-12%,-3,-11%,-24%,16µM*,-25,-5%
CCOC(=O)CNC(=O)CSc1nnc(-c2ccccc2)c(-c2ccccc2)n1,6%,3%,0%,5,6%,-8%,-14%,9,4%
O=C(COc1ccccc1Cl)NCCNC(=O)c1ccco1,28%,-5%,0%,5,6%,-8%,-3%,-4,-1%
CC(C)Cc1nc2n[nH]c(N)c2c2c1CCCC2,27%,-1%,3%,8,63%[activator],-14%[57.5 µM],-2%,0,?
COc1ccc(C(=O)Nc2ccc(-c3n[nH]c(=S)o3)cc2)cc1,-4%,-5%,-5%,0,42%[activator],-16%,?,-16,27%
COc1cc(/C=N/NC(=O)c2c(C)nnn2-c2nonc2N)ccc1O,18%,-1%,-8%,0,13%,-42%[inhibitor],-12%[0.397 µM],5,7%
COCCCN1C(=O)c2ccc(C(=O)Nc3ccccc3OC)cc2C1=O,-6%,-11%,-5%,-4,3%,-13%,8%,19,7%
Cc1cccc(Cc2nc3ccccc3[nH]2)c1,15%,-2%,2%,-7,?,-6%,-16%,3,4%
O=C(C1Cc2ccccc2CN1S(=O)(=O)c1ccc(F)cc1)N1CCCCC1 (stereo not drawn),-2%,-25%,14%,1,?,i,2%,-1,-9%
CC(=O)c1ccc(NC(=O)C2(c3ccccc3)CCOCC2)cc1,0%,-18%,-1%,-3,3%,i,17%,-6,-11%
CC(=O)Nc1cccc(NC(=O)CCc2ccccc2)c1,8%,5%,-1%,-4,0%,i,-23%,-13,0%
CCc1c(C)sc(NC(=O)c2cccs2)c1C#N,6%,-4%,-1%,3,3%,-24%,40%,17,0%
O=C1/C(=C/c2cccs2)SC(=S)N1CCC(=O)N1CCCCC1CCO (stereo not drawn),-2%,?,9%,-12,?,-84%[inhibitor],-20%,17,-2%
Cc1ccc2nc(C)/c(=N\O)c(C)nc2c1,-1%,20%,-5%,-8,28%,-5%[57.5 µM],-8%,-16,1%
CC(Oc1ccccc1)C(=O)N1CCN=C1SCc1cccc(F)c1 (stereo not drawn),-2%,-1%,8%,1,?,-15%,-3%,-4,-6%
CCCS(=O)(=O)N1CCN(Cc2ccc([N+](=O)[O-])cc2)CC1,-7%,-19%,1%,-2,-3%,-2%,10%,3,?
O=c1ccnc(Nc2ccc3c(c2)OCCO3)[nH]1,-4%,-8%,0%,-6,?,i,-29%,-21,4%
CC(C)N(C(=O)CSc1nc(COc2ccccc2)nc2ccccc12)C(C)C,0%,-19%,10%,7,?,-65%[inhibitor],?,-8,-16%
CCC(CC)C(=O)Nc1cc(OC)c(OC)cc1C(=O)O,6%,7%,-7%,-5,-4%,i,-2%,0,-17%
CS(=O)(=O)N(CC(=O)N1CCCC1)c1ccc(Cl)cc1Cl,5%,13%,-3%,0,-1%,i,6%,-5,-5%
Cn1cc(-c2cc3n(n2)CCC(=O)N3CCCC(=O)NCc2ccccc2)c2ccccc21,nt,-26%,nt,-17,?,-16%,28%,nt,1%
CCN(C(=O)CCCCC(=O)N(CC)c1ccccc1)c1ccccc1,10%,-14%,-6%,-1,?,-19%,-7%,-4,?
Cc1[nH]n(-c2ccccc2)c(=O)c1C(C[N+](=O)[O-])c1ccc(Br)cc1 (stereo not drawn),-15%,-28%,16%,-8,?,-25%[57.5 µM],4%,-24,-13%
COc1cc(C)c(NC(c2ccccc2)c2ccccc2)cc1OC,4%,3%,-13%,-8,?,i,?,0,?
CC(C)Cc1ccc(S(=O)(=O)N2CCN(c3ccccn3)CC2)cc1,7%,9%,-2%,-7,-26%,i,-15%,0,-9%
Cc1ccc(-c2cnc3cccnn23)cc1F,-3%,-7%,6%,2,-11%,i,0%,0,-1%
O=C(Nc1ccc(N2CCN(Cc3ccccc3)CC2)cc1)c1cccnc1,1%,-9%,0%,-6,-28%,-48%[inhibitor][57.5 µM],6%,12,?
O=C(CC1NC(=O)NC1=O)Nc1ccc(Cl)cc1 (stereo not drawn),-10%,2%,nt,3,-11%,i,5%,14,2%
CN(C(=O)C1CC1)C1CCS(=O)(=O)C1 (stereo not drawn),4%,7%,2%,-12,39%[activator],?,0%,0,-16%
COc1cc(NS(=O)(=O)c2ccc(NC(=S)NC(=O)c3sc4ccccc4c3Cl)cc2)nc(OC)n1,-1%,5%,-8%,2,-9%,-7%,18%,8,-16%
O=C(c1ccc(F)cc1)c1cc2ccc(O)cc2oc1=O,1%,-4%,-31%[inhibitor],-11,-13%,-60%,-51%[inhibitor],-3,5%
COc1ccc(NC(=O)C2CCN(c3nc(-c4ccc(OC)c(OC)c4)no3)CC2)cc1Cl,nt,-5%,nt,6,6%,-2%,26%,nt,-2%
O=C(CCn1cnc2ccccc2c1=O)Nc1ccc(Cl)c(Cl)c1,-7%,-29%,2%,1,0%,-1%[57.5 µM],5%,-6,?
Cc1cc(Cl)ccc1NC(=S)N1CCN(Cc2ccc3c(c2)OCO3)CC1,-8%,-17%,-5%,1,?,-29%,10%,-1,-1%
Cc1ccc(Cl)cc1NC(=O)CCn1cccc1,4%,-11%,-5%,-9,-24%,i,-6%,-19,-8%
O=C(O)c1ccc(CNCc2c(Cl)cccc2Cl)cc1,-8%,0%,5%,-10,10%,-8%,-11%,-5,7%
O=C(NCc1ccc(F)cc1)c1cc2n(n1)C(C(F)(F)F)CC(C1CC1)N2 (stereo not drawn),6%,1%,2%,4,-12%,-17%,19%,7,-17%
COc1ccc(-c2cnnn2-c2ccc(NC(=O)/C=C/c3ccc(OC)c(OC)c3)cc2)cc1,5%,-25%,-10%,4,-2%,i,-8%,5,-19%

# Fetched by compound from the entries so far:
SMILES,GLP1R ag,HEK293 tox,aSyn rescue,D3 ag,GLP-1R inv ag,PTHR1 agonist,TDP43 rescue,DRD3 antagonist,KB-V1 MDR tox
Cc1cc(Cl)ccc1NC(=S)N1CCN(Cc2ccc3c(c2)OCO3)CC1,-8%,-17%,-5%,1,?,-29%,10%,-1,-1%
COc1cc(NS(=O)(=O)c2ccc(NC(=S)NC(=O)c3sc4ccccc4c3Cl)cc2)nc(OC)n1,-1%,5%,-8%,2,-9%,-7%,18%,8,-16%
O=C(NCc1ccc(F)cc1)c1cc2n(n1)C(C(F)(F)F)CC(C1CC1)N2 (stereo not drawn),6%,1%,2%,4,-12%,-17%,19%,7,-17%

# Some of the compounds tested; count on the stated rates, not on these rows.
